# PAFAH2 FP inh – inhibitors of human PAFAH2; 340,000 tested, 0.99% active; Q99487; inhibition, % at 3.39 µM; recombinant PAFAH2, FP-rhodamine activity probe, fluorescence polarization; AID 492956;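 active means inhibition above the mean over all tested compounds plus 3 SD, cut at about 30% in these data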;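 further: inhibitors block probe labeling of enzyme so polarization drops; 0% = enzyme with DMSO and 100% = wells lacking PAFAH2 protein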
# PAFAH1B3 inh – inhibitors of human PAFAH1B3. inhibition, % at 3.39 µM. 340,000 tested, 0.28% active. AID 492972. recombinant PAFAH1B3, FP-rhodamine probe, fluorescence polarization. Q15102;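 active means inhibition above the screen-wide average of all tested compounds plus 3 SD, cut at about 25% in these data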;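 further: 0% = enzyme with DMSO only and 100% = wells lacking PAFAH1B3 protein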
# PAFAH1B2 FP inh – inhibitors of human PAFAH1B2; inhibition, % at 3.39 µM; 340,000 tested, 1.2% active; AID 492953; recombinant PAFAH1B2, FP-rhodamine activity probe, fluorescence polarization;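 active means inhibition above the mean of all tested compounds plus 3 SD, cut at about 24% in these data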;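 further: 0% = enzyme with DMSO and 100% = wells lacking PAFAH1B2; many of its hits are not listed in these tables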
# Target sequence (P68402 whole entry, looked up): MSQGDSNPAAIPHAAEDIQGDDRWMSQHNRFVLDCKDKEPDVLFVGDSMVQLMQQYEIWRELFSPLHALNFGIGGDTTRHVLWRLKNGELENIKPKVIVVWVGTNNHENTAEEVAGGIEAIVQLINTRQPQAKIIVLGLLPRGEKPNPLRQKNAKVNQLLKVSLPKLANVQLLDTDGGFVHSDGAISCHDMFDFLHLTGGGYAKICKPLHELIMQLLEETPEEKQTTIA
# pPAFAH FP inh – inhibitors of human plasma PAF acetylhydrolase (pPAFAH). Q13093. recombinant pPAFAH, FP-rhodamine probe fluorescence polarization. inhibition, % at 3.39 µM. 330,000 tested, 1.5% active. AID 463082;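 active means inhibition above the mean inhibition across the screen plus 3 SD, cut at about 25% in these data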;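 further: inhibitors block binding of the rhodamine activity-based probe so polarization drops; 0% = enzyme with DMSO and 100% = wells lacking pPAFAH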
# Target sequence (Q13093 whole entry, looked up): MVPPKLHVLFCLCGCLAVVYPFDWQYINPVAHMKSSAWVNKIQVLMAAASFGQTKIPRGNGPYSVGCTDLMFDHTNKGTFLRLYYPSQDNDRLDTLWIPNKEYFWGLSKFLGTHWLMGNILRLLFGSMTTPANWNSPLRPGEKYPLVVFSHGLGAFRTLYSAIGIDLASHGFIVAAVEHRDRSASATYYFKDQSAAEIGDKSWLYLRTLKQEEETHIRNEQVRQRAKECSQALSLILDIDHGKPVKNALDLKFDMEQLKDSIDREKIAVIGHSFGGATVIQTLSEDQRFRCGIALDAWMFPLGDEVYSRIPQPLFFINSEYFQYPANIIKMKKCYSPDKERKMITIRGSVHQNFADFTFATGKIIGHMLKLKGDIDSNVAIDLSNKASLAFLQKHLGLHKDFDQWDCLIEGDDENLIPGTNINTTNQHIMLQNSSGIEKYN
# Fam108B counter – counter-screen for RBBP9 inhibitors: inhibitors of mouse Fam108B. 300,000 tested, 0.33% active. inhibition, % at 9.51 µM. recombinant Fam108B, FP-Rh probe fluorescence polarization;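 active means inhibition above the screen mean inhibition plus 3 SD, computed separately per campaign, cut at about 18% in these data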;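 further: inhibitors lower polarization as less probe binds the enzyme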
# PAD4 FP inh – PAD4 (human) enzyme inhibition; Q9UM07; recombinant PAD4, RCA probe fluorescence polarization; inhibition, % at 6.36 µM; 330,000 tested, 0.41% active; AID 485272;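 active means percent inhibition above a cutoff equal to the mean of all tested compounds plus 3 SD, cut at about 15% in these data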;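 further: 0% = PAD4 with RCA probe and DMSO and 100% = probe without PAD4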
# PME-1 inh – blocks human protein phosphatase methylesterase 1 | Q9Y570 | recombinant PME-1, FP-Rh probe fluorescence polarization | inhibition, % at 5.9 µM | 320,000 tested, 0.53% active | AID 2130;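 active means inhibition above the campaign mean of all compounds plus 3 SD, cut at about 26% in these data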;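 further: competitive labeling of PME-1 active site by serine hydrolase directed probe; 0% = PME-1 with DMSO and 100% = wells lacking PME-1 enzyme; inhibitors block probe labeling so polarization falls and inhibition rises; many of its hits are not listed in these tables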
# GSTO1 inh – blocks human GSTO1 in RBBP9 counter-screen. P78417. AID 1974. 300,000 tested, 1.1% active. inhibition, % at 5.96 µM. recombinant GSTO1, activity-based probe fluorescence polarization;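 active means inhibition above the campaign mean inhibition plus 3 SD, cut at about 35% in these data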;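 further: 0% = GSTO1-1 with DMSO and 100% = wells lacking GSTO1-1 enzyme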
# LYPLA1 counter – blocks human lysophospholipase 1, a PME1 counter-screen; O75608; recombinant LYPLA1, FP-Rh probe fluorescence polarization; inhibition, % at 5.9 µM; 320,000 tested, 0.16% active;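 active means inhibition above the mean of all tested compounds plus 3 SD, set per campaign, cut at about 14% in these data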;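 further: inhibitors block serine hydrolase probe labeling of LYPLA1 so polarization falls; 0% = enzyme with DMSO and 100% = wells lacking LYPLA1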
# Target sequence (O75608 whole entry, looked up): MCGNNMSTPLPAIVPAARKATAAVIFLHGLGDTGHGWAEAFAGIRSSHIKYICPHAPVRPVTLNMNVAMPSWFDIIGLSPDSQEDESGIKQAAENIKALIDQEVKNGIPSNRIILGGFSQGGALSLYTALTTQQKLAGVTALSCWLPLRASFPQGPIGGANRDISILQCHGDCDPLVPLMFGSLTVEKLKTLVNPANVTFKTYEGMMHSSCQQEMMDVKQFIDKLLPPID
# Active calls of the source: *; nt = no result given. Some of the compounds tested; rates above refer to the full screens.
# Short forms: A = PAFAH2 FP inh; B = PAFAH1B3 inh; C = PAFAH1B2 FP inh; D = pPAFAH FP inh; E = Fam108B counter; F = PAD4 FP inh; G = PME-1 inh; H = GSTO1 inh; I = LYPLA1 counter
> NC(N)=NN=C1CCCCCCCCCCC1
  A: 0; B: 2; C: 4; D: 0; E: 0; F: 2; G: 4; H: 9; I: -1
> Cc1ccnc(NC(=S)NC(=O)c2cncc(Br)c2)c1
  A: 1; B: 8; C: 4; D: -1; E: 3; F: 1; G: 3; H: 1; I: -1
> CCC(=O)c1ccc(OCC(=O)OCC(=O)NC2CCCC2)cc1
  A: 3; B: 9; C: -4; D: 7; E: -1; F: -3; G: 2; H: -11; I: 5
> CC(C)CCc1noc(CN(C)CC2CCN(Cc3ccccc3)CC2)n1
  A: 2; B: -3; C: 3; D: -2; E: -4; F: -2; G: -3; H: 0; I: 0
> COc1cccc(CN2CCNC(=O)C2CC(=O)NCCCn2ccnc2)c1 (centres undefined)
  A: 6; B: 5; C: 2; D: 5; E: -1; F: -1; G: -4; H: 2; I: 2
> COC(=O)CSc1nnc(-c2ccoc2C)n1-c1ccc(C)cc1
  A: 1; B: 7; C: 4; D: 5; E: 1; F: 1; G: -3; H: 1; I: 2
> O=C(O)CCCCCNC(=O)/C=C/c1ccco1
  A: -6; B: 2; C: 2; D: -2; E: 4; F: 3; G: 0; H: -2; I: -1
> CCOc1cc(C(=O)NCc2ccncc2)cc(OCC)c1OCC
  A: -2; B: 1; C: 8; D: 3; E: 2; F: -1; G: 0; H: -3; I: 1
> O=C(c1ccc(S(=O)(=O)Nc2ccccc2)cc1)N1CCOCC1
  A: 1; B: 9; C: 1; D: 12; E: 1; F: -1; G: -2; H: -7; I: 3
> COc1ccc(N2C(=O)CC(N3CCC(O)(c4cccc(C(F)(F)F)c4)CC3)C2=O)cc1 (centres undefined)
  A: 13; B: 4; C: 1; D: 1; E: -1; F: 2; G: 3; H: 0; I: 7
> COc1ccc2c(c1)c(C(C)=O)c(C)n2-c1ccccc1
  A: 1; B: 12; C: 4; D: 5; E: 1; F: 3; G: -1; H: 4; I: -1
> COC(=O)c1ccc(OC(=O)CCS(=O)(=O)c2ccc(C)cc2)cc1
  A: 1; B: -4; C: 7; D: 1; E: -4; F: -3; G: -2; H: 11; I: -1
> COc1ccc(N2C(=S)NC3CS(=O)(=O)CC32)cc1 (centres undefined)
  A: -8; B: 8; C: 1; D: 2; E: -1; F: -1; G: 3; H: 4; I: 0
> CCCC(=O)O[C@]1(C(=O)CO)CC[C@H]2[C@@H]3CCC4=CC(=O)CC[C@]4(C)[C@H]3[C@@H](O)C[C@@]21C
  A: -1; B: 2; C: 0; D: 0; E: -1; F: -1; G: -10; H: 0; I: -5
> CC(NC(=O)c1ccccc1Cl)c1ccc(-n2ccnc2)cc1 (centres undefined)
  A: 6; B: 12; C: 4; D: -2; E: 4; F: 3; G: 0; H: 1; I: 0
> Cn1c(CC(=O)NCCO)c(Sc2ccccc2)c2ccccc21
  A: 1; B: 9; C: 2; D: 2; E: 7; F: 3; G: 8; H: 1; I: 2
> COc1cccc(CNC(=O)COc2cc(O)c3c(c2)OC(C)(C)CC3=O)c1
  A: 6; B: 13; C: -2; D: 3; E: -2; F: -2; G: 5; H: -2; I: 3
> COC(=O)c1ccc([C@@H](O)[C@H](C)C(=O)CC(=O)OC(C)(C)C)cc1
  A: 4; B: -3; C: 5; D: -3; E: 5; F: 3; G: 0; H: 3; I: 2
> CSc1ccc(C(=S)N2CCN(CCO)CC2)cc1
  A: -6; B: -1; C: -1; D: -2; E: 1; F: 0; G: -1; H: 5; I: -1
> CCn1cnc2cc(NS(=O)(=O)c3ccc(OC)c(OC)c3)ccc21
  A: 5; B: 12; C: 0; D: 5; E: 3; F: 2; G: 7; H: 10; I: -2
> O=C(NCCC1=CCCCC1)C1CCN(C(=O)Nc2ccccc2)CC1
  A: 2; B: 8; C: 8; D: 0; E: 3; F: -3; G: 1; H: 5; I: -2
> Cc1cc(C(=O)NC2CCCCCCC2)ccc1[N+](=O)[O-]
  A: 10; B: -4; C: 9; D: 5; E: -5; F: 1; G: -1; H: 5; I: -2
> Cc1ccc(S(=O)(=O)N2CCOC2CNC(=O)C(=O)NCCc2c[nH]c3ccccc23)cc1 (centres undefined)
  A: -4; B: 2; C: 13; D: 2; E: 2; F: 1; G: 1; H: 1; I: 4
> COC(=O)c1ccc(C(=O)OC)c(NC(=O)COC(=O)c2ccccc2OC)c1
  A: -9; B: 3; C: -1; D: 2; E: 9; F: 0; G: -3; H: 10; I: -4
> CCOC(=O)C(C)Sc1cc(CS(=O)(=O)c2ccccc2)nc(-c2ccccc2)n1 (centres undefined)
  A: -9; B: 1; C: 5; D: 6; E: -4; F: 1; G: -14; H: -6; I: -5
> COc1ccc(NC(=O)CN2CCN(CC(=O)Nc3ccccc3F)CC2)c(OC)c1
  A: -6; B: 4; C: 7; D: -1; E: 1; F: -7; G: 3; H: 3; I: 0
> COCCN(C(=O)c1csnn1)C(C(=O)NC1CCCCC1)c1ccccc1 (centres undefined)
  A: 2; B: 11; C: 5; D: 3; E: 0; F: -3; G: -3; H: 4; I: 2
> CCCS(=O)(=O)N1CCN(C(=O)c2ccccc2F)CC1
  A: -4; B: 3; C: 5; D: -2; E: 0; F: -3; G: -4; H: -2; I: -2
> Cc1ccc(C)c(CSC2=NCCN2C(=O)Cc2ccc([N+](=O)[O-])cc2)c1
  A: -6; B: -2; C: 0; D: 0; E: 5; F: -8; G: 1; H: -4; I: -1
> CSc1ccccc1C(=O)OCC(=O)Nc1ccc(N2CCOCC2)cc1
  A: 3; B: 5; C: 7; D: 4; E: nt; F: 1; G: nt; H: nt; I: nt
> Cc1noc(C)c1CSc1nc2sc(C)c(C)c2c(=O)n1C1CCCC1
  A: -3; B: -7; C: -2; D: 2; E: -1; F: -4; G: -2; H: 1; I: -3
> CCCCCCCCS(=O)C1CCS(=O)(=O)C1 (centres undefined)
  A: 2; B: 6; C: 4; D: 3; E: -2; F: -6; G: 0; H: -1; I: -1
> Clc1ccc(OCc2nnnn2-c2ccccc2)cc1
  A: -2; B: 0; C: 8; D: -1; E: -1; F: -7; G: -1; H: 2; I: -3
> CC(=O)Nc1cc2nn(-c3ccccc3)nc2cc1Cl
  A: 2; B: 2; C: 3; D: -5; E: -1; F: -4; G: -1; H: 0; I: -4
> COc1ccc(N2CCN(C(=O)c3cn(C)c4ccc(S(=O)(=O)N5CCOCC5)cc4c3=O)CC2)cc1
  A: 7; B: 7; C: 4; D: 4; E: 1; F: -1; G: -2; H: 5; I: 1
> O=C(Nc1cc(-c2ccccc2)nn1-c1c(Cl)cccc1Cl)c1ccc(F)cc1
  A: -2; B: -3; C: -2; D: 0; E: nt; F: -2; G: nt; H: nt; I: nt
> COc1cc(OC)cc(C(=O)NCCN2C(=O)S/C(=C\c3cccs3)C2=O)c1
  A: 0; B: 5; C: 13; D: -2; E: -5; F: 3; G: 6; H: 3; I: -3
> Cc1ccc(C(=O)NCC(C)NC(=O)c2ccc(C)c([N+](=O)[O-])c2)cc1[N+](=O)[O-] (centres undefined)
  A: 2; B: 2; C: 1; D: 4; E: -2; F: -1; G: 3; H: 10; I: -3
> N#Cc1ccc(CN2CCN(C(=O)c3ccc(S(=O)(=O)N4CCCCCC4)cc3)CC2)cc1
  A: 15; B: 9; C: 1; D: -3; E: nt; F: -5; G: 6; H: nt; I: 1
> COc1ccc(NS(=O)(=O)c2cc(-c3cnc(C4CC4)o3)ccc2C)cc1
  A: 1; B: 7; C: 2; D: 3; E: 2; F: -4; G: -3; H: -3; I: -3
> CCC1(CC)C(=O)NC(=O)NC1=NCCc1c[nH]c2ccccc12
  A: 1; B: 4; C: 4; D: -6; E: 4; F: -2; G: -9; H: -4; I: -3
> Cc1cccc(N(C)S(=O)(=O)c2c[nH]c3ccc([N+](=O)[O-])cc23)c1
  A: -4; B: 2; C: 1; D: 7; E: -5; F: -3; G: 3; H: -31; I: 1
> C=C1CCN([C@H](C(=O)NCc2cc(OC)c(OC)c(OC)c2)C(C)C)S(=O)(=O)c2ccccc21
  A: 3; B: 5; C: 7; D: 10; E: 1; F: 0; G: 3; H: 1; I: 6
> Cc1cccc(-n2c(C)c(-c3ccccc3)[nH]c2=S)c1
  A: -1; B: 4; C: 4; D: 9; E: 3; F: 1; G: 14; H: 2; I: 1
> CN(Cc1cccc(F)c1)C(=O)C1CC(=O)N(c2ccc3c(c2)OCCO3)C1 (centres undefined)
  A: 0; B: 9; C: 4; D: 2; E: nt; F: -5; G: nt; H: nt; I: nt
> CS(=O)(=O)N(CCc1ccccc1)CC(=O)NCc1ccco1
  A: -7; B: -1; C: -1; D: 4; E: 4; F: -2; G: 12; H: 0; I: 1
> CC(C)CCNC(=O)NC(=O)COC(=O)/C=C/c1cccc([N+](=O)[O-])c1
  A: 4; B: 7; C: 4; D: 5; E: -2; F: 1; G: 5; H: 12; I: 25*
> C/C=C/c1cc(CN2CCN(c3ccccc3)CC2)c(O)c(OC)c1
  A: -1; B: 6; C: -4; D: 2; E: 0; F: -2; G: 0; H: 0; I: 1
> C/C(=C\c1ccccc1)C(=O)N1CCN(Cc2ccc3c(c2)OCO3)CC1
  A: 2; B: 11; C: 4; D: 1; E: -2; F: 1; G: 0; H: 0; I: -1
> CCCN(CC(=O)Nc1ccccc1C)C(=O)C1CCN(S(=O)(=O)c2cccc(C(F)(F)F)c2)CC1
  A: -2; B: 6; C: 4; D: 1; E: 0; F: -2; G: 17; H: -2; I: -1
> Cc1csc2c(NC3CCN(Cc4ccccc4)CC3)ncnc12
  A: 6; B: 9; C: 10; D: 0; E: 5; F: 4; G: 0; H: 4; I: 1
> CCCC(c1nnnn1CS(=O)(=O)c1ccc(C)cc1)N1CCN(c2ccc(F)cc2)CC1 (centres undefined)
  A: -8; B: 4; C: 3; D: -4; E: 3; F: 0; G: -4; H: 7; I: 1

# Of the compounds above, seven have fluorine.
# Short forms: A = PAFAH2 FP inh; B = PAFAH1B3 inh; C = PAFAH1B2 FP inh; D = pPAFAH FP inh; E = Fam108B counter; F = PAD4 FP inh; G = PME-1 inh; H = GSTO1 inh; I = LYPLA1 counter
> COc1ccc(N2C(=O)CC(N3CCC(O)(c4cccc(C(F)(F)F)c4)CC3)C2=O)cc1 (centres undefined)
  A: 13; B: 4; C: 1; D: 1; E: -1; F: 2; G: 3; H: 0; I: 7
> COc1ccc(NC(=O)CN2CCN(CC(=O)Nc3ccccc3F)CC2)c(OC)c1
  A: -6; B: 4; C: 7; D: -1; E: 1; F: -7; G: 3; H: 3; I: 0
> CCCS(=O)(=O)N1CCN(C(=O)c2ccccc2F)CC1
  A: -4; B: 3; C: 5; D: -2; E: 0; F: -3; G: -4; H: -2; I: -2
> O=C(Nc1cc(-c2ccccc2)nn1-c1c(Cl)cccc1Cl)c1ccc(F)cc1
  A: -2; B: -3; C: -2; D: 0; E: nt; F: -2; G: nt; H: nt; I: nt
> CN(Cc1cccc(F)c1)C(=O)C1CC(=O)N(c2ccc3c(c2)OCCO3)C1 (centres undefined)
  A: 0; B: 9; C: 4; D: 2; E: nt; F: -5; G: nt; H: nt; I: nt
> CCCN(CC(=O)Nc1ccccc1C)C(=O)C1CCN(S(=O)(=O)c2cccc(C(F)(F)F)c2)CC1
  A: -2; B: 6; C: 4; D: 1; E: 0; F: -2; G: 17; H: -2; I: -1
> CCCC(c1nnnn1CS(=O)(=O)c1ccc(C)cc1)N1CCN(c2ccc(F)cc2)CC1 (centres undefined)
  A: -8; B: 4; C: 3; D: -4; E: 3; F: 0; G: -4; H: 7; I: 1

# Compound activity as filed in PubChem BioAssay.
